LANA DNA inh: inhibitors of KSHV C-LANA binding to DNA, primary screen, biochemical, fluorescence polarization, FAM-LBS DNA, MBP-C-LANA, single point; inhibition, % at 9 µM; actives 0.078% (n = 340,000);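 active = highest replicate inhibition at or above 60% at 9 µM, even if other replicates fall short; inactive = all replicates below 60% inhibition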;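 note: 0% = neutral control wells and 100% = 4 µM acridine orange control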
V-ATPase pH: regulators of yeast V-ATPase proton pumping, primary screen, pHLuorin cytosolic pH fluorescence; S. cerevisiae; response, % at 10 µM; actives 0.37% (n = 350,000); in the data active = response mostly above about 7.3%, no sharp cut-off; inactive = mostly below about 5.4%; note: actives read high; inactives centre near 0; some compounds called inactive have numbers as strong as hits; reference of the scale not given here
Keap1-Nrf2 PPI: Keap1-Nrf2 protein-protein interaction inhibitors, primary screen, biochemical, fluorescence polarization, single point; Keap1 Kelch-Nrf2 peptide fluorescence polarization, 1536-well; actives 0.15% (n = 340,000); inhibition, % at 9.4 µM; in the data active = inhibition above about 12%;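 note: human Keap1 Kelch domain with fluorescein labeled Nrf2 9mer peptide probe; 0% = neutral control wells and 100% = peptide positive control; higher means more block of Keap1 binding to Nrf2 peptide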
Target sequence (Q14145 whole entry, looked up, the tested form may be a part): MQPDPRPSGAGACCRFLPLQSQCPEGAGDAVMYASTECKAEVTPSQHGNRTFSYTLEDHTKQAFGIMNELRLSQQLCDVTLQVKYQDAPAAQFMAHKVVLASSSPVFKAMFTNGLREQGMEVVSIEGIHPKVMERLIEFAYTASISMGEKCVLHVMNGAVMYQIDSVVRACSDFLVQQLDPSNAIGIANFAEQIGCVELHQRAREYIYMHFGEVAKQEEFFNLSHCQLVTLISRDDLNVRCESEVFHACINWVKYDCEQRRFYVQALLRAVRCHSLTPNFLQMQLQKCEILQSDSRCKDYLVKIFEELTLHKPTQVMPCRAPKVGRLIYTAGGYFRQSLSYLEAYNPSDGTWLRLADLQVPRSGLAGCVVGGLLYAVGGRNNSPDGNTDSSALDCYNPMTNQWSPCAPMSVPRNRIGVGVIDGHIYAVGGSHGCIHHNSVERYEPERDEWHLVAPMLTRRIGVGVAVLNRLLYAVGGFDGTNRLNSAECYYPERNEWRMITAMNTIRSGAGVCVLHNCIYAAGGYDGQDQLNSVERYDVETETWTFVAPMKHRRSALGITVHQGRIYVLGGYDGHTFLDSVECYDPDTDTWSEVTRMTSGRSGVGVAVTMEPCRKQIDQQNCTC
* hit, by the source's call; x = not tested or not shown.

SMILES	LANA DNA inh	V-ATPase pH	Keap1-Nrf2 PPI
O=S(=O)(c1ccccc1)N1Cc2ccccc2-n2nncc2C1	x	2	x
NC1CC2CCCCC2CC1(O)c1ccccc1 (centres undefined)	x	-1	x
Cc1cc(C(=O)OC(C)C(=O)Nc2ccccc2)c(C)n1C1CC1 (centres undefined)	x	0	x
C[C@@H]1CN([C@H](C)CO)C(=O)CCCn2nncc2CO[C@@H]1CN(C)C(=O)Oc1ccc2ccccc2c1	x	-3	x
CCC(=NCc1cccnc1)c1c(O)n(-c2ccccc2)c(=O)[nH]c1=O	x	-1	x
COC(=O)C1=C(c2ccc(OCc3ccccc3)cc2)C[C@@H]2CC[C@H]1N2C(=O)NCc1ccc2c(c1)OCO2	x	6	x
Cc1cc(C)c2c(ccc3cccc[n+]32)c1	x	0	x
CCCCOC1OCN(C2CCCCC2)CC1(C)C (centres undefined)	x	-1	x
CCC(C(=O)Nc1ccc(Cl)cc1)N1CCCC1=O (centres undefined)	x	3	x
C[C@@H]1CN([C@H](C)CO)C(=O)CCCn2cc(nn2)CO[C@H]1CN(C)C(=O)Oc1ccc2ccccc2c1	x	-2	x

An excerpt of these results, bar-delimited:
structure | LANA DNA inh | V-ATPase pH | Keap1-Nrf2 PPI
Cc1cc(C)c2c(ccc3cccc[n+]32)c1 | x | 0 | x
NC1CC2CCCCC2CC1(O)c1ccccc1 (centres undefined) | x | -1 | x
CCC(=NCc1cccnc1)c1c(O)n(-c2ccccc2)c(=O)[nH]c1=O | x | -1 | x

6 records drawn at random from the list so far, as already listed:
SMILES	LANA DNA inh	V-ATPase pH	Keap1-Nrf2 PPI
NC1CC2CCCCC2CC1(O)c1ccccc1 (centres undefined)	x	-1	x
C[C@@H]1CN([C@H](C)CO)C(=O)CCCn2cc(nn2)CO[C@H]1CN(C)C(=O)Oc1ccc2ccccc2c1	x	-2	x
COC(=O)C1=C(c2ccc(OCc3ccccc3)cc2)C[C@@H]2CC[C@H]1N2C(=O)NCc1ccc2c(c1)OCO2	x	6	x
CCC(C(=O)Nc1ccc(Cl)cc1)N1CCCC1=O (centres undefined)	x	3	x
CCC(=NCc1cccnc1)c1c(O)n(-c2ccccc2)c(=O)[nH]c1=O	x	-1	x
O=S(=O)(c1ccccc1)N1Cc2ccccc2-n2nncc2C1	x	2	x

Later entries:
SMILES	LANA DNA inh	V-ATPase pH	Keap1-Nrf2 PPI
COC(=O)C1=C(c2ccc(OCc3ccccc3)cc2)C[C@@H]2CC[C@H]1N2C(=O)NCc1ccccc1OC	x	-1	x
Cc1nn(CC(C)C)c(Cl)c1C(=O)NC1CCCC1	x	1	x
O=C(NCC1=C(c2cccc3ccccc23)C[C@@H]2CC[C@H]1N2Cc1ccco1)c1cccs1	x	-1	x
COc1ccc(C(=O)CC(c2ccc3c(c2)OCO3)c2c(O)c3ccccc3oc2=O)cc1OC (centres undefined)	x	3	x
Cn1c(O)c(/C=N/NC(=O)c2ccncc2)c(=O)[nH]c1=S	x	0	x
Cc1ccc(C)c(-n2c(C)nc3ccccc3c2=O)c1	x	4	x
NC(Cc1ccccc1Cl)c1nn[nH]n1 (centres undefined)	x	-2	x
COc1ccc(OC(=O)N(C)C[C@@H]2OCc3cnnn3CCCC(=O)N([C@@H](C)CO)C[C@H]2C)cc1	x	0	x
CC(C)N=C(NC(C)C)N1CC1	x	-2	x
c1ccc(-c2ccc(CN3Cc4ccccc4-n4nncc4C3)cc2)cc1	x	-3	x

By substructure: the compounds so far with an aryl methoxy group.
SMILES	LANA DNA inh	V-ATPase pH	Keap1-Nrf2 PPI
COC(=O)C1=C(c2ccc(OCc3ccccc3)cc2)C[C@@H]2CC[C@H]1N2C(=O)NCc1ccccc1OC	x	-1	x
COc1ccc(C(=O)CC(c2ccc3c(c2)OCO3)c2c(O)c3ccccc3oc2=O)cc1OC (centres undefined)	x	3	x
COc1ccc(OC(=O)N(C)C[C@@H]2OCc3cnnn3CCCC(=O)N([C@@H](C)CO)C[C@H]2C)cc1	x	0	x

Additional results:
SMILES	LANA DNA inh	V-ATPase pH	Keap1-Nrf2 PPI
Cc1ncoc1C(=O)NCC1=C(c2cccc3ccccc23)C[C@@H]2CC[C@H]1N2Cc1ccco1	x	-3	x
Cc1ncoc1C(=O)NCC1=C(c2ccc(S(C)(=O)=O)cc2)C[C@@H]2CC[C@H]1N2CCOc1ccccc1	x	0	x
COCCCn1c(N)c(C(=O)Nc2ccccc2)c2nc3ccccc3nc21	x	1	x
COC(=O)C1=C(c2ccc(OCc3ccccc3)cc2)C[C@@H]2CC[C@H]1N2C(=O)NCc1ccc(OC)cc1	x	-2	x
COC(=O)C1=C(c2ccc(OCc3ccccc3)cc2)C[C@@H]2CC[C@H]1N2C(=O)NCCc1ccc(F)cc1	x	0	x
COc1ccc(NC(=S)N2Cc3ccccc3-n3nncc3C2)c(OC)c1	x	0	x
CS(=O)(=O)c1ccc(C2=C(CNC(=O)c3nccs3)[C@H]3CC[C@@H](C2)N3Cc2ccccc2)cc1	x	2	x
COC(=O)C1=C(c2ccc(OCc3ccccc3)cc2)C[C@@H]2CC[C@H]1N2C(=O)NCc1ccccc1C(F)(F)F	x	0	x
O=C(/C=C/c1ccc2c(c1)OCO2)c1c(O)n(CCc2ccccc2)c(=O)[nH]c1=O	x	1	x
C[C@H](CO)N1C[C@H](C)[C@H](CN(C)C(=O)Oc2ccccc2)OCc2cnnn2CCCC1=O	x	1	x
CC=CC(C)=CC(C)C(=O)CC(O)CC1CC(=O)NC(=O)C1 (centres undefined)	x	0	x
O=C1NC(=O)C(C2CCOC2=O)N1 (centres undefined)	x	0	x
CCN1/C(=C/C=C/C2=[N+](CC)c3ccccc3C2(C)C)C(C)(C)c2ccccc21	x	0	x
CCCCC(=O)N/N=C/c1c(O)n(CCc2ccccc2)c(=O)[nH]c1=O	x	1	x
COc1ccc(-n2c(O)c(C(C)=Nc3ccc4c(c3)CCC4)c(=O)[nH]c2=O)cc1	x	-3	x
O=C1NC(=O)N(Cc2ccco2)C(=O)/C1=C\c1ccc(-c2ccc(F)cc2)o1	x	3	x
Cc1cccc(NC2=NCCCS2)c1	x	5	x
COc1ccc(N2C(=O)NC(=O)/C(=C/c3ccc([N+](=O)[O-])s3)C2=O)cc1	x	101*	x
CC(=O)C1CCC2C3CCC4CC(O)CCC4(C)C3CCC12C#N (centres undefined)	x	1	x
O=C(Nc1ccc(F)cc1)N1Cc2ccccc2-n2nncc2C1	x	-1	x
O=C(NCC1=C(c2ccc3ccccc3c2)C[C@@H]2CC[C@H]1N2Cc1ccco1)c1cccs1	x	-1	x
O=[N+]([O-])c1ccc(N2CCOCC2)c2c1no[n+]2[O-]	x	1	x
Clc1cccc(NC2=NCCS2)c1	x	-3	x
COc1ccc(OC(=O)N(C)C[C@@H]2OCc3cnnn3CCCC(=O)N([C@H](C)CO)C[C@@H]2C)cc1	x	1	x
CCNC(=O)N1Cc2ccccc2-n2nncc2C1	x	-1	x
O=C(O)CNC1c2ccccc2CSc2ccccc21 (centres undefined)	x	2	x
COC(=O)C1=C(c2ccc(OCc3ccccc3)cc2)C[C@@H]2CC[C@H]1N2C(=O)NCc1ccc(C(C)(C)C)cc1	x	4	x
CCOc1ccc(N=Cc2c(O)n(-c3ccc(C)c(C)c3)c(=O)[nH]c2=O)cc1	x	-3	x
COc1cc(C(=O)N2Cc3ccccc3-n3nncc3C2)cc(OC)c1OC	x	-2	x
O=C1CCC2(O)C3Cc4ccc(O)c5c4C2(CCN3Cc2ccoc2)C1O5 (centres undefined)	x	0	x
COc1ccc(CCNC2(C#N)CCCCC2)cc1OC	x	-1	x
CC1CN(c2ccc([N+](=O)[O-])c(N3CCCCC3)c2)CCN1 (centres undefined)	-0.9	-3	-6
CCCCCOc1ccc(C)cc1CN(CCCl)CCCl	5.4	2	6

An excerpt; count on the stated rates, not on these rows.
